Compound activity from PubChem BioAssay.
KOR beta-arrestin-1 – kappa opioid receptor blockers – cell-based, luminescence, uHTS (AID 1778); KOR beta-arrestin recruitment, luminescence, antagonist mode; higher % means a stronger effect; 0.091% of 290,000 active; one-dose inhibition, % at 10 µM; IC50 in µM for titrated hits; further: strong numbers were not always called active
Large T inhibition – TAg ATPase/helicase activity blockers – biochemical (AID 1903); inhibition, % at 20 µM; hits with a dose series show IC50 in µM; 0.39% of 310,000 active; SV40 large T antigen ATPase/helicase inhibition assay; higher % means a stronger effect; in the data active means a potency from the dose series; further: strong numbers were not always called active
NOD1 NF-kB reporter – NOD1 signaling inhibitors, primary screen, cell-based, luminescence, uHTS (AID 1578); NOD1-driven NF-kB luciferase reporter cells, luminescence; higher % means a stronger effect; inhibition, % at 4 µM; hits with a dose series show EC50 in µM; 1% of 290,000 active; in the data active means inhibition mostly above about 36%, no sharp cut-off; inactive means mostly below about 34%;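 further: HEK-293T reporter cells stimulated with the NOD1 agonist gamma-tri-DAP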
GPR55 activation – selective activators of receptor GPR55 – imaging, U2OS cells, beta-arrestin-GFP redistribution, primary screen (AID 1961) | one-dose activation, % at 10 µM; EC50 in µM for titrated hits | U2OS GPR55 beta-arrestin-GFP redistribution imaging; higher % means a stronger effect | 0.048% of 290,000 active;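 active means activation above 40% with more than 50 cells counted in the well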;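 further: U2OS osteosarcoma cells stably expressing GPR55 and beta-arrestin-GFP; plate controls were DMSO negative control for no effect and LPI positive control for full effect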
HIV peptide binding – inhibitors of HIV fusion peptide binding, primary screen, biochemical, uHTS, fluorescence dequenching (AID 1986); cell-free peptide binding, fluorescence dequenching, 30 min; higher % means a stronger effect; inhibition, % at 20 µM, or IC50 in µM where a hit was titrated; 0.3% of 290,000 active; in the data active means inhibition mostly above about 52%, no sharp cut-off; inactive means mostly below about 76%; further: some results filed as inactive read as strong as hits
MgcRacGAP inhibition – MgcRacGAP GTPase-activating activity inhibitors, confirmation, biochemical, ADP Hunter fluorescence | MgcRacGAP-stimulated Rac1 GTP hydrolysis, ADP Hunter fluorescence; higher % means a stronger effect; GST-tagged Rac1 F28L mutant substrate | inhibition, % at 30 µM; hits with a dose series show IC50 in µM | 0.6% of 340,000 active | AID 624330;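 active means first-screen hits whose inhibition reached a set limit at any dose in the follow-up dose series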;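 further: fluorescence reports GDP produced by GAP-driven GTP hydrolysis; strong numbers were not always called active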
HEK293 NOD2/NF-kB – inhibition of NOD2-driven NF-kB reporter – cell-based, luminescence, uHTS, HEK293 (AID 1566); HEK293 NOD2/NF-kB luciferase reporter, luminescence; higher % means a stronger effect; 0.63% of 290,000 active; inhibition, % at 4 µM; hits with a dose series show EC50 in µM; further: many of its hits are not listed in these tables
KOR beta-arrestin-2 – KOR agonists, beta-arrestin recruitment, primary screen, cell-based, luminescence, uHTS (AID 1777); KOR beta-arrestin recruitment, luminescence; higher % means a stronger effect; activation, % at 10 µM; hits with a dose series show EC50 in µM; 0.02% of 280,000 active; in the data active means activation above about 50%, passing the limit was not always enough; further: a part of the inactive calls stands beside numbers as strong as those of hits
GPR55 LPI antagonism – inhibition of LPI-stimulated GPR55 beta-arrestin translocation – imaging, U2OS, beta-arrestin-GFP, LPI agonist, primary screen (AID 2013). U2OS GPR55 beta-arrestin-GFP translocation imaging, LPI antagonism; higher % means a stronger effect. 0.13% of 290,000 active. inhibition, % at 10 µM; hits with a dose series show IC50 in µM;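 active means spots per cell inhibited over 60%, with over 100 cells counted and total cytoplasm intensity under 500,000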;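 further: U2OS cells stably carrying GPR55 and arrestin-GFP stimulated by 5 µM LPI near EC80; imaged beta-arrestin-GFP aggregate spots per cell after agonist stimulation; plate controls were LPI-stimulated DMSO wells for no effect and DMSO wells without LPI for full effect; some results filed as inactive read as strong as hits; confirmed hits need IC50 under 10 µM and bright autofluorescent wells are also inconclusive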
The depositor's hits bear a star. Unless noted, no stated cut-off is given here; in the data, active means inhibition above about 50%; inactive means the rest.

Short keys: A = KOR beta-arrestin-1; B = Large T inhibition; C = NOD1 NF-kB reporter; D = GPR55 activation; E = HIV peptide binding; F = MgcRacGAP inhibition; G = HEK293 NOD2/NF-kB; H = KOR beta-arrestin-2; I = GPR55 LPI antagonism
1	Cc1ccc(NC2CCCN(C(=O)c3cn4cc(Cl)ccc4n3)C2)cc1C (stereo not drawn)
  A = -1%	B = 9%	C = -26%	D = 0.4%	E = -1.6%	F = 12%	G = 3%	H = -4.0%	I = -4%

2	COc1ccc(CN2C(=O)CCC2(C)C(=O)NC2CCCC2)c(OC)c1 (stereo not drawn)
  A = -15%	B = 1%	C = -41%	D = -0.2%	E = 2.6%	F = 5%	G = -7%	H = 0.8%	I = 1%

3	COc1cccc(CNC(=O)c2ccccc2C(=O)NC(C)(C)C(=O)NCc2cccc(OC)c2)c1
  A = -33%	B = 1%	C = -36%	D = -0.1%	E = 1.6%	F = 5%	G = -19%	H = 3.6%	I = 6%

4	COCCOC(=O)C1=C(C)NC(=O)NC1c1ccc(-c2ccc(F)cc2)o1 (stereo not drawn)
  A = 0%	B = 3%	C = -33%	D = -1.1%	E = 1.9%	F = 2%	G = 6%	H = 2.2%	I = -3%

5	CCC(CC)C1C(C#N)=C(N)SC(N)=C1C#N
  A = 4%	B = 9%	C = -8%	D = 0.0%	E = 2.0%	F = -2%	G = 5%	H = 4.8%	I = 3%

6	COc1cccc(NC(=O)N2CCC(C(=O)Nc3ccc(C)cc3C)CC2)c1
  A = 11%	B = 3%	C = 9%	D = 0.2%	E = -0.9%	F = 4%	G = -4%	H = 2.0%	I = -1%

6 of the compounds above, with one line to a screen.
[1] Cc1ccc(NC2CCCN(C(=O)c3cn4cc(Cl)ccc4n3)C2)cc1C (stereo not drawn)
[2] COc1ccc(CN2C(=O)CCC2(C)C(=O)NC2CCCC2)c(OC)c1 (stereo not drawn)
[3] COc1cccc(CNC(=O)c2ccccc2C(=O)NC(C)(C)C(=O)NCc2cccc(OC)c2)c1
[4] COCCOC(=O)C1=C(C)NC(=O)NC1c1ccc(-c2ccc(F)cc2)o1 (stereo not drawn)
[5] CCC(CC)C1C(C#N)=C(N)SC(N)=C1C#N
[6] COc1cccc(NC(=O)N2CCC(C(=O)Nc3ccc(C)cc3C)CC2)c1
Compound	1	2	3	4	5	6
KOR beta-arrestin-1	-1%	-15%	-33%	0%	4%	11%
Large T inhibition	9%	1%	1%	3%	9%	3%
NOD1 NF-kB reporter	-26%	-41%	-36%	-33%	-8%	9%
GPR55 activation	0.4%	-0.2%	-0.1%	-1.1%	0.0%	0.2%
HIV peptide binding	-1.6%	2.6%	1.6%	1.9%	2.0%	-0.9%
MgcRacGAP inhibition	12%	5%	5%	2%	-2%	4%
HEK293 NOD2/NF-kB	3%	-7%	-19%	6%	5%	-4%
KOR beta-arrestin-2	-4.0%	0.8%	3.6%	2.2%	4.8%	2.0%
GPR55 LPI antagonism	-4%	1%	6%	-3%	3%	-1%

Not all compounds are listed; rates above refer to the full screens.
